From PubChem
Wnt act: activates Wnt/beta-catenin signaling in a reporter cell assay; activator, plate reader; activation, % at 9.35 µM; 300,000 compounds, 1.2% hits; AID 743398; in the data active = activation above about 30%, passing the limit was not always enough;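 also: 0% = neutral control wells and 100% = positive control wells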
The depositor's hits bear a star. This is a subset, so the mix of outcomes need not match the whole.

No.	SMILES	Wnt act
1	CCCCCNC(=O)C(c1ccnc2ccccc12)n1c(=O)c(-c2cc3ccccc3[nH]2)nc2ccccc21 (stereo not given)	-3.7
2	CC(C)(C(=O)N1CCC1(C)C(=O)NS(=O)(=O)c1cccc(Cl)c1)c1ccccc1 (stereo not given)	-0.6
3	Cc1cccc(C)c1OCc1nnc(SCC(=O)O)n1-c1c(C)cccc1C	-0.9
4	CCOC(=O)C1=CCN(S(=O)(=O)c2ccc(F)cc2)C1c1cccc(Cl)c1 (stereo not given)	-1.7
5	COc1cc(CNC(=O)c2cc(-c3ccc(F)cc3OC)n[nH]2)cc(OC)c1	1.0
6	CC(=O)NC(C)(c1ccccc1)c1nc(-c2cccc3cccnc23)cs1 (stereo not given)	-4.0
7	CC(C)Nc1nc(NCCN2CCCC2)c2sc(-c3ccccc3)cc2n1	0.5
8	C[C@@H](NC(=O)[C@@H]1CCCN1C(=O)OC(C)(C)C)c1ccccc1	-1.5
9	COc1cc(-c2cc3nc(NC4CCCCC4)ccn3n2)cc(OC)c1OC	1.5
10	O=C(NCc1cc2ccccc2[nH]1)C1CCC(=O)N(CC2CCCCC2)C1 (stereo not given)	2.7
11	CCc1ccc(C2=CC(=O)CC(C)(C)C2=O)cc1	-1.6
12	Cc1ccc(-c2cc(NC=O)c3ncc(-c4cnn(C)c4)n3c2)cc1	-7.2
13	Cc1ccc2nc(-c3ccco3)c(Cc3ccccc3C(F)(F)F)n2c1	-2.6
14	O=C(c1[nH]c(C(F)(F)F)nc1-c1ccccc1)N1CCC(Cc2ccccc2)CC1	-1.3
15	O=C(CC1Sc2ncnn2C1=O)Nc1ccc(Cl)cc1 (stereo not given)	-2.9
16	COc1ccc2c(C)cc(=O)oc2c1OCC(O)CN1CCOCC1 (stereo not given)	-1.0
17	O=C(N[C@@H](Cc1cccnc1)C(=O)N1CCC[C@H]1C(=O)NCCc1ccccc1Cl)c1cccs1	21.3
18	COc1ccc(CN2CCC(C)(Oc3ccc(C(C)=O)cc3)C2)c2ccccc12 (stereo not given)	-1.5
19	COc1ccccc1-c1cnc(C(O)c2cccc(F)c2)[nH]1 (stereo not given)	17.0
20	CC(C)n1nnnc1C1c2ccccc2C(=O)N1Cc1ccccc1 (stereo not given)	-0.7
21	COc1ccc(C2=Nc3ccccc3N(C(=O)c3ccc(C)cc3)C2C(=O)Nc2c(C)cccc2C)cc1 (stereo not given)	2.3
22	Cc1cccc(C(=O)N2CCC(C)(C(=O)NS(=O)(=O)C3CC3)C2)c1C (stereo not given)	-1.4
23	COc1cc(C=C2C(=O)C=CC2=O)ccc1O	-2.7
24	COc1ccc(C(=O)NCC2CCN(C(=O)C(=O)c3cc4ccccc4o3)CC2)cc1	-3.5
25	COc1ccc(C(c2nnnn2C(C)(C)C)N2CCN(C/C=C/c3ccccc3)CC2)cc1 (stereo not given)	-1.2
26	COC(=O)C1=CN(c2ccc(OC)cc2OC)C(N)=C(C#N)C1c1cccc([N+](=O)[O-])c1 (stereo not given)	-17.1
27	CN1CCCCC(NC(=O)c2cccs2)C1=O (stereo not given)	0.1
28	COc1cc(-c2cnc3c(NC=O)cc(-c4ccccc4)cn23)cc(OC)c1OC	-2.6
29	Cc1ccsc1CNC(=O)C1(C)CCCN1CC(C)C (stereo not given)	22.4
30	CCN(Cc1ccccc1)c1cc2c(c3c1ccn3C)C1CCC2O1 (stereo not given)	1.3
31	CC=C1OC(n2cnc3c(N)ncnc32)C(O)C1O (stereo not given)	-0.9
32	COC(=O)C1=CN(c2ccc(C(C)(C)C)cc2)C(N)=C(C#N)C1c1ccc(OC)cc1 (stereo not given)	-5.8
33	O=C(CNC(=O)c1cccs1)NCCN1CCC(Cc2ccccc2)CC1	-5.6
34	CCCNC(=O)C1(C)CCCN(C(=O)c2c(C)noc2C)C1 (stereo not given)	-0.1
35	COC(=O)c1ccc(C23CC4(C2)[C@H](CN(Cc2cccnc2)[C@@H]4c2ccccc2)C3c2ccc(C(F)(F)F)cc2)cc1 (stereo not given in full)	-11.6
36	COc1ccc(C2CC=C(C(C)=O)CN2S(=O)(=O)c2ccccc2)cc1 (stereo not given)	-2.4
37	CC(=O)N1CCCC(C)(C(=O)Nc2cccc(OC(C)C)c2)C1 (stereo not given)	-0.5
38	COc1cccc(C(O)c2ncc(-c3cccc(C(F)(F)F)c3)[nH]2)c1 (stereo not given)	-2.2
39	O=C(Nc1ccc(F)cc1)C(c1ccccc1OC(F)(F)F)N1CCN(c2cccc(C(F)(F)F)n2)CC1 (stereo not given)	-6.2
40	COc1ccc(Nc2nc3cc(-c4ccccc4C)sc3c(=O)n2C)cc1OC	-2.5
41	COC(=O)Cc1nnn2c1[C@H](C)[C@@H](OC)c1cccc(Cl)c1-2	-1.3
42	OCCN1CCN(c2cnc(-c3ccsc3)cn2)CC1	5.3
43	COc1cc(/C=C/C(=O)OCC(=O)c2ccc[nH]2)ccc1O	3.8
44	NC(=O)c1ncn2c(=O)n(CCCl)nnc12	-1.1
45	COCCCn1cc(CN2CC(N3CCN(CCO)CC3)CS2(=O)=O)nn1 (stereo not given)	-3.6
46	Cc1nc(C(F)(F)F)ccc1C(=O)N1CCC1(C)C(=O)NS(C)(=O)=O (stereo not given)	-5.5
47	CCc1nc2c(OCCn3cccc3)cccn2c1N(C)C(=O)c1ccc(OC)cc1	-1.1
48	CC(=O)OC[C@@H]1CN(Cc2ccccc2)C[C@H](n2cnc3c(NCc4ccc(F)cc4)ncnc32)O1	-3.5
49	O=C(NC(c1ccccc1)c1ccc2ccccc2n1)C1CCN(CCOc2ccc(Cl)cc2Cl)CC1 (stereo not given)	-1.5
50	CC(=O)N1C[C@@H](CO)[C@@H](N(C)C(=O)C(C)(C)C)C[C@H]1c1ccccc1Br	-2.2

Remaining list, next part:
No.	SMILES	Wnt act
51	O=C(Nc1ccc([N+](=O)[O-])cc1)c1cccc([N+](=O)[O-])c1	39.7*
52	C[C@@]12C(C[C@H](O)[C@@]34C[C@@H](CCC13)[C@@H](CO)C4=O)[C@](C)(C(=O)O)CC[C@@H]2O (stereo not given in full)	2.2
53	O=C(C(=O)N1CCN(S(=O)(=O)c2ccc(C(F)(F)F)cc2)CC1)c1cccc(C(F)(F)F)c1	-3.8
54	CCOC(=O)C1=CC[C@@H](c2ccccc2)N(S(=O)(=O)c2ccc(C)cc2)[C@H]1c1ccccc1C	-7.2
55	CCOC(=O)C1=CCN(S(=O)(=O)c2ccccc2Cl)C1c1ccc(Cl)c(Cl)c1 (stereo not given)	0.3
56	CCCCCCCCCCC(=O)Nc1cccnc1	-1.1
57	Cc1noc(C)c1-c1ccc(C(=O)NCc2cccnc2)c2occc12	0.9
58	CC(=O)NCCNc1nc2cc(-c3cc(F)ccc3C)sc2c(=O)n1C	-0.5
59	Nc1ncnc2c1ncn2[C@@H]1O[C@H](C(=O)N2CCC[C@@H]2C(=O)OCc2ccccc2)[C@@H](O)[C@H]1O	-0.8
60	CCc1nc2ccc(C(=O)NCc3ccccc3OC)cn2c1N(CC)CCN(C)C	-2.8
61	COC(=O)Cc1nnn2c1[C@H](C)[C@H](c1ccccc1[N+](=O)[O-])OCC2	0.5
62	CO[C@@H]1CN(C)C(=O)c2cc(NC(=O)Nc3ccc(Cl)cc3)ccc2OC[C@H](C)NC[C@H]1C	-2.7
63	CCCCCCCCN1C(=O)[C@@H](CC(=O)NCC23CC4CC(CC(C4)C2)C3)C[C@@]2(C(=O)OC)C1=C[C@H](C1CCCC1)O[C@@H]2C	-8.3
64	CC1Cc2[nH]c(=S)[nH]c(=O)c2C(C(C)C)O1 (stereo not given)	-0.8
65	CN(C)S(=O)(=O)n1cc(/C=C(\NC(=O)c2ccccc2F)C(=O)N2CCCCC2)c2ccccc21	-1.2
66	Cc1ccnc(Nc2cccnc2)n1	-0.9
67	NC(=O)C1CCCN(C(=O)c2[nH]c(C(F)(F)F)nc2-c2ccccc2)C1 (stereo not given)	-2.0
68	CCOC(=O)C1CCCN(C(=O)c2sc(-c3ccccc3)nc2C)CC1 (stereo not given)	-1.2
69	Cc1ccc(C2c3c(n[nH]c3C)C(=O)N2c2ccccc2)cc1 (stereo not given)	-1.6
70	CC(C)C[C@H]1CNC(=S)N1C[C@H]1CCCN1C[C@H](CC(C)C)N1C[C@H](Cc2ccccc2)N(CCc2ccccc2)C1=S	-3.3
71	O=C(Nc1ccc(OCCO)cc1)c1csc([C@H]2C[C@H](O)[C@@H](CO)O2)n1	-1.2
72	CCOC(=O)CNC(=O)N(C)[C@H]1C[C@H]2c3[nH]c4ccccc4c3CCN2C(=O)[C@H]1[C@H](C)O	-0.4
73	CC(C)(C)S(=O)N1Cc2cc(C(=O)NCc3ccc4c(c3)OCO4)nc(-c3cccc(-c4cc5ccccc5o4)c3)c2[C@@H]1CCO (stereo not given in full)	-3.9
74	CC(O)(c1ccncc1)c1nc(-c2cccc(C(F)(F)F)c2)cs1 (stereo not given)	-1.5
75	COc1ccc(NC(=O)c2cc(C3CCCCN3C(=O)C3CC3)on2)c(C)c1 (stereo not given)	-1.3
76	Cc1cc(Br)cn2c(Cc3ccccc3)c(-c3cccc(Cl)c3)nc12	-2.4
77	CC1(Oc2cccc(C#N)c2)CCN(Cc2csc3ccccc23)C1 (stereo not given)	-4.7
78	Cc1ccc2nc(NCC(N)=O)nc(-c3ccccc3)c2c1	2.0
79	O=C(N[C@H](C(=O)N1CCC[C@H]1C(=O)NC1CCCC1)c1ccccc1)C1CCCC1	1.0
80	COCCCN1C(=O)C(CC(=O)NCCCN(C)C)CC(C(=O)N2CCCCCC2)=C1C (stereo not given)	0.6
81	Cc1cc2c(cc1C)-c1nnnn1C(N1CCCCC1)C(=O)N2 (stereo not given)	-1.6
82	C=CCNc1cccc2c1S(=O)(=O)N[C@@H](C)CO2	-1.7
83	O=C(CCCc1ccccc1)NCc1ccccc1	11.1
84	C[C@@H]1O[C@H](CCc2cccc(Cl)c2)CC2=C1C(=O)OC(C)(C)O2	1.3
85	CCOC(=O)C1CSCCS(=O)(=O)N1Cc1cccc(Cl)c1 (stereo not given)	-4.3
86	CCCCc1nc2ccc(F)cc2cc1C	-1.5
87	CCOC(=O)/C=C/c1cccc(C)c1O	13.2
88	N#CCC1(O)C(=O)N(Cc2ccccc2)c2ccccc21 (stereo not given)	-0.1
89	CCCCN1CC(COCc2ccccc2)Oc2cccc(NCc3cc(OC)c(OC)c(OC)c3)c2S1(=O)=O (stereo not given)	-2.2
90	Oc1ccc(C[C@H]2CN([C@@H](Cc3ccccc3)CN3CCCC3CN3C(=S)NC[C@@H]3Cc3ccccc3)C(=S)N2CCc2ccccc2)cc1 (stereo not given in full)	-6.3
91	CCOC(=O)N1CCN(Cc2cc(Cl)c3cccnc3c2O)CC1	-1.8
92	CCN1CCN(C(C(=O)NC2CCCCC2)c2ccnc3ccccc23)CC1 (stereo not given)	-4.7
93	CNC(=O)C1Cc2c(-c3ccccc3Oc3ccccc3)ccnc2O1 (stereo not given)	0.3
94	COc1ccc(S(=O)(=O)N2CCCCC2c2cc(C(=O)NCc3cccnc3)no2)cc1 (stereo not given)	-1.8
95	COC(=O)c1cc(C)nc(Nc2nc(C(N)Cc3ccc(F)cc3)cs2)n1 (stereo not given)	-0.5
96	O=C(NC1CCCC1)C1C(c2ccccc2)=Nc2ccccc2N1C(=O)c1ccc(C(F)(F)F)cc1 (stereo not given)	4.7
97	CC(C)N(C)c1ncnc2c1ncn2[C@H]1CN(Cc2ccco2)C[C@@H](CO)O1	1.6
98	Cc1ccc(NC(=O)C2(C)CCCN(C(C)C)C2)cc1C (stereo not given)	0.4
99	O=C(Nc1c(Cl)c(C2CC2)nn1-c1ccccc1)C(Cl)(Cl)Cl	-2.2
100	CCc1nc2c(OCc3ccc(OC(F)F)cc3)cccn2c1N(C)C(=O)c1cccs1	-0.7

(listing goes on)
No.	SMILES	Wnt act
101	CC(C)CC1NC(=O)c2ccccc2-n2c1nc1ccc(Cl)cc1c2=O (stereo not given)	4.5
102	COC(=O)[C@@]12C[C@@H](CC(=O)NCc3ccc(C)o3)C(=O)N(CCc3ccc(OC)c(OC)c3)C1=CCC(C)(C)C2	-4.8
103	COC(=O)[C@]12C[C@H](CC(=O)NCc3ccccc3)C(=O)N(Cc3ccccc3)C1=C[C@H](C1CCCC1)O[C@@H]2C	0.0
104	Cc1cc(C(=O)N2CCC2(C)C(=O)NS(=O)(=O)c2cccc(Cl)c2)nn1C (stereo not given)	-2.8
105	CCCCn1nnnc1C1(C)CCC(=O)N1CCc1ccccc1F (stereo not given)	-2.5
106	COCC(=O)Nc1cc(C(=O)Nc2ccccc2)ccc1Cl	4.2
107	Cc1cc(Br)cn2c(Cc3ccsc3)c(C(C)(C)C)nc12	-1.6
108	COc1cc(CNc2ncnc3c2ncn3[C@H]2CN(CCN3CCOCC3)C[C@@H](CO)O2)cc(OC)c1OC	-0.4
109	COc1ccc(C2=Nc3ccccc3N(C(=O)c3ccc4c(c3)OCO4)C2C(=O)NCc2ccccc2)cc1 (stereo not given)	7.5
110	Cc1cc2nc(-c3ccc(F)cc3)c(Cc3ccsc3)n2c(C)c1Br	-0.6
111	COc1ccc(C(O)c2nc(-c3cccc(CO)c3)cs2)cc1 (stereo not given)	0.3
112	CC1(C(=O)NS(=O)(=O)c2ccc(Cl)s2)CCN1C(=O)C1(c2ccc(Cl)cc2)CCC1 (stereo not given)	-3.5
113	S=C(NCCCc1cnc[nH]1)NCCCN(Cc1ccc(Cl)c(Cl)c1)c1ccc(Br)cn1	-5.2
114	Cc1cccc(S(=O)(=O)NC(=O)C2(C)CCN2C(=O)c2ccccc2)c1 (stereo not given)	-0.3

Given with the structure last: six of the compounds above.
cpd | Wnt act | Structure
114 | -0.3 | Cc1cccc(S(=O)(=O)NC(=O)C2(C)CCN2C(=O)c2ccccc2)c1 (stereo not given)
105 | -2.5 | CCCCn1nnnc1C1(C)CCC(=O)N1CCc1ccccc1F (stereo not given)
102 | -4.8 | COC(=O)[C@@]12C[C@@H](CC(=O)NCc3ccc(C)o3)C(=O)N(CCc3ccc(OC)c(OC)c3)C1=CCC(C)(C)C2
107 | -1.6 | Cc1cc(Br)cn2c(Cc3ccsc3)c(C(C)(C)C)nc12
108 | -0.4 | COc1cc(CNc2ncnc3c2ncn3[C@H]2CN(CCN3CCOCC3)C[C@@H](CO)O2)cc(OC)c1OC
111 | 0.3 | COc1ccc(C(O)c2nc(-c3cccc(CO)c3)cs2)cc1 (stereo not given)
